# Source: PubChem BioAssay (Broad Institute)
# CFTR F508del cor = CFTR F508del correction in bronchial cells | CFBE cells, YFP halide quenching; stimulated with forskolin plus potentiator P3; % fluorescence drop versus neutral controls | activity (quench increase), % at 7.58 µM | AID 720511 | 350,000 tested, 0.36% active;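 active means mean added fluorescence quench of at least 8% versus neutral control, with both replicates also reaching 8%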;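 further: cells transiently co-express mutant CFTR-F508del with the halide-sensitive YFP; corrector assay measuring rescue of mutant channel to the surface after 24 h compound exposure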
# Statin myotox sup = suppressors of simvastatin-induced myotoxicity in C2C12 myotubes | ATP luminescence, 48 h; scaled: DMSO 0, geranylgeraniol control 100 | rescue of ATP level, % at 7.49 µM | 330,000 tested, 0.78% active | AID 602340;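 active means mean ATP rescue above about 67%, or every replicate alone reaching that limit, limit read from the data, passing the limit was not always enough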;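 further: myotubes were challenged with 10 µM simvastatin during compound exposure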
# miR-122 sensor = blocks miR-122 activity in Huh7 sensor cells. AID 602342. activation (reporter increase), % at 12.5 µM. Huh7 miR-122 Renilla luciferase sensor, 48 h; neutral wells = 0, positive control = 100. 340,000 tested, 0.3% active;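 active means mean replicate activation score at least 90 and every replicate individually at or above 90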;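 further: higher luciferase means less miR-122 activity so hits act as miR-122 inhibitors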
# Cneo AK release = Cryptococcus neoformans lysis via adenylate kinase release; AID 651654; lysis activity, % at 15 µM; C. neoformans lysis, adenylate kinase release luminescence, 4 h; normalised: neutral wells 0, clomiphene wells 100; 360,000 tested, 0.2% active;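 active means mean lysis activity across replicates of at least 80%, whatever share of replicates individually reach that level; inactive means mean lysis activity below 80%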
#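 Material: C. neoformans cells | Amount: Yeast cell density of 5 × 10^6 cells/mL | Medium: Fresh YPD growth medium | Dosing: Single dose | Times: Static 4 h at 37 °C with compound, 1 h detection | Detection: AK luminescence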
# PglD inh = blocks C. jejuni PglD acetyltransferase activity; inhibition, % at 12.5 µM; purified PglD enzyme, DTNB colorimetric CoA detection; 360,000 tested, 0.098% active; AID 602405; in the data active means inhibition above about 16%, passing the limit was not always enough; further: strong numbers were not always called active
# GSIS activator = primary screen for activators of insulin secretion dependent on glucose, INS-1E cells, GLuc reporter luminescence | activation, % at 16.6 µM | AID 743287 | 370,000 tested, 0.61% active | INS-1E GLuc reporter insulin secretion, 2-3 h;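 active means lowest replicate activation of at least 40%, so every replicate reaches that level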;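 further: 0% = median of neutral control wells and 100% = median of IBMX positive control wells; some compounds called inactive have numbers as strong as hits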
# FN deposition inh = fibronectin deposition inhibition | AID 743247 | AH1F fibroblasts, Alexa488-fibronectin deposition fluorescence, overnight | inhibition, % at 12.6 µM | 350,000 tested, 0.086% active;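 active means mean inhibition across replicates of 30% or more, regardless of how many single replicates reach that level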;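 further: positive control wells lacked labelled fibronectin entirely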
#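 Assay system: AH1F fibroblast monolayer, labelled fibronectin deposition. Amount: 10000 cells per well. Also added: labelled fibronectin 24 nM. Compound: single-point pinned compound. Incubation: cell attachment 1 h, compound and FN exposure overnight. Detection: fluorescence after three HBSS washes, excitation 485 nm, emission 525 nm. Read-out: inhibition of fibronectin deposition signal.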
# PGC1a acetyl inh = modulators of PGC1a acetylation | U2OS PGC1a acetylation, AlphaScreen anti-acetyl-lysine; with virally co-expressed GCN5 acetyltransferase | inhibition, % at 15.6 µM | 350,000 tested, 0.17% active;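 active means every replicate shows inhibition of at least 40%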;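 further: 0% = neutral control wells and 100% = positive control wells; some results beyond the cut were filed as inactive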
# The depositor's hits bear a star; x = not tested or not shown; & = joins results of further samples; [ ] = dose if it differs, or a comment.
smiles	CFTR F508del cor	Statin myotox sup	miR-122 sensor	Cneo AK release	PglD inh	GSIS activator	FN deposition inh	PGC1a acetyl inh
COc1ccc(CCNC(=O)c2sc3ccccc3c2Cl)cc1OC	x	x	-7.5	-0.9	-3.0	43.1	4.1	x
CC1CCCC(C)N1C(=O)COc1ccc(-c2nnco2)cc1 (stereo not given)	x	x	-21.2	-2.8	-2.3	x	2.7	7.2
COCCCn1c(SCC(=O)NC2CCCC2)nnc1-c1ccccc1	-1.6	13.8	-8.1	1.4	7.7	23.1	-2.8	4.3
Cc1ccc(Cl)cc1NC(=O)c1cc2ccccc2cc1O	-7.1	-165.5	-2.4	3.0	-1.9	-39.9	13.6	26.1
Cc1ccccc1S(=O)(=O)N1[C@@H](C#N)[C@@H](c2ccccc2)[C@@H]1CO	4.4	-2.0	x	0.5	1.7	21.3	-10.5	-5.8
CN1c2ccc(-c3cccc(F)c3)cc2[C@@H]2[C@@H](CCN2C(=O)Cc2ccccc2)[C@H]1CO	1.3	6.6	-5.5[16.7 µM]	-14.1	-1.0	1.9	-13.1	-13.6
COC(=O)c1ccc(-c2c(-c3ccccc3)ncc3cc(F)ccc23)cc1	0.7	20.6	1.7	-0.5	-3.8	-5.3	-4.6	-3.1
COc1ccc(Cl)cc1NC(=O)C1CC(=O)N(c2ccc(F)cc2)C1 (stereo not given)	x	0.0	0.4	-0.6	-2.7	x	x	10.1
C[C@@H]1CN([C@@H](C)CO)C(=O)c2cc(C#C[C@@H](C)O)cnc2O[C@H]1CN(C)C(=O)Cc1ccccn1	0.0	-2.2	-4.3[16.7 µM]	4.3	-1.8	23.2	-0.6	-5.8
O=C1c2ccccc2NC2(CCCCC2)N1c1ccc(O)cc1	x	136.8*	-2.6	4.0	4.8	x	x	-1.5
Cc1ccc(NS(=O)(=O)c2ccc3[nH]c(=O)oc3c2)c(C)c1	1.4	10.7	11.7	-1.3	2.6	8.8	-3.3	-7.3
O=C1c2ccccc2C(Nc2ccc(S(=O)(=O)N3CCCCC3)cc2)N1Cc1ccco1 (stereo not given)	-1.0	-20.2	7.0	-0.5	-2.6	-23.9	3.3	x
CCS(=O)(=O)N1Cc2cc(C(=O)O)nc(-c3cccc(-c4ccc(C#N)cc4)c3)c2[C@@H]1CCO	0.3	x	x	x	x	3.9	0.3	3.4
Cc1ccccc1-c1ccc([C@H]2[C@@H](CO)N3CCCCN(C(=O)NC4CCCC4)C[C@@H]23)cc1	1.8	1.7	-8.6[16.7 µM]	-2.1	-3.4	-19.2	x	1.3
Cc1ccc(OCc2cc(C(=O)N(C)CCc3ccccn3)no2)cc1C	-0.2	7.2	-7.2	4.8	-2.9	-30.6	1.4	-13.5
O=C1C2C(c3cccc(/C=C/c4ccccc4)c3)CC=CC2C(c2ccc(C(F)(F)F)cc2)N1Cc1ccccc1 (stereo not given)	3.0	5.3	-5.9	4.6	3.7	-4.3	4.8	x
CO[C@H](CN(C)C(=O)c1cnccn1)[C@@H](C)CN([C@H](C)CO)S(=O)(=O)c1ccc(F)cc1	-2.3	-0.1	x	8.3	1.9	6.9	-29.5	-0.5
COc1cccc(NC(=O)N2CCCC(C(=O)NC3CCCCC3C)C2)c1 (stereo not given)	2.1	1.8	6.6	-0.3	-3.9	13.6	-7.1	x
O=C(Nc1ccc(C(F)(F)F)cc1)N[C@@H]1CC[C@H](CCNC(=O)c2ccccc2F)O[C@H]1CO	-1.3	3.3	x	1.7	3.7	-18.6	x	10.8
COc1ccc2oc3cc(NCCN(C)C)ccc3c(=O)c2c1	6.2	10.9	-10.6	-1.7	1.8	4.2	-12.8	0.9
CC(C)c1ccc(OCC(=O)N2CCN(c3ccccn3)CC2)c(Br)c1	-0.4	-6.5	4.3	0.7	1.9	-41.2	5.5	x
C[C@@H]1CN([C@@H](C)CO)C(=O)Cc2cc(NC(=O)Nc3ccc(C(F)(F)F)cc3)ccc2O[C@@H]1CN(C)Cc1ccc(Cl)c(Cl)c1	5.5	-84.1	11.7[16.7 µM]	-0.9	2.1	5.0	3.5	-5.6
CC(C)(C)NC(=O)N1CCn2cccc2C1c1ccccc1F (stereo not given)	-1.3	16.4	-6.1	x	x	6.8	6.1	-4.0
COC(=O)[C@@]12CCCN1[C@H](c1ccc(-c3ccccc3)c(OC)c1)[C@H]1C(=O)N(C)C(=O)[C@H]12	-0.3	-9.3	-2.6	-1.5	0.4	-8.6	13.4	11.0
Cc1cc(F)ccc1-c1cc(C(=O)NCC2CCCCC2)[nH]n1	0.9	-11.1	-1.5	-0.8	5.3	-13.4	-10.1	1.2
O=C(N/N=C/c1cccc([N+](=O)[O-])c1)C1COc2ccccc2O1 (stereo not given)	-2.5	6.1	-3.8	x	x	-5.4	19.0	-188.4
CNS(=O)(=O)Cc1ccc2[nH]cc(CCN(C)C)c2c1	-0.4&0.1	-0.4&4.1	-1.9&21.1	-0.7&-2.2	6.0&-1.5	2.3	12.7&-9.8	-16.1
COc1ccc(CCNC(=O)C(=O)N2CCCC2)cc1OC	-0.4	12.4	-3.9	x	x	6.8	6.7	0.2
CN1CCN(C(=O)c2ccccc2NC(=O)CCN2C(=O)c3ccccc3C2=O)CC1	x	12.2	0.8	-0.5	4.2	x	x	5.3
O=S(=O)(NCC1CCCO1)c1cccc(S(=O)(=O)N2CCCC2)c1 (stereo not given)	x	10.4	13.5	0.7	-1.2	x	x	-12.3
CCc1ccc(NC(=O)C2CCN(S(=O)(=O)c3ccc4c(c3)CC(C)N4C(C)=O)CC2)cc1 (stereo not given)	-1.1	10.8	-8.7	0.0	-1.0	-22.6	8.0	-6.9
CCCn1c(-c2ccccc2)cc(SC)c(C#N)c1=O	-0.3	-8.3	-5.9	x	x	8.9	0.6	92.8*
Nc1nnc(SCC(=O)NC23CC4CC(CC(C4)C2)C3)s1	x	15.4	-3.8	0.5	-5.8	x	2.8	-15.0
COc1ccc(NC(=O)C(=O)NCC(c2ccco2)N2CCc3ccccc32)cc1 (stereo not given)	x	-24.7	-2.5	-3.3	-6.7	x	x	-1.9
CC(C)CC#Cc1cnc2c(c1)C(=O)N([C@H](C)CO)C[C@H](C)[C@@H](CN(C)C(=O)C1CCOCC1)O2	-2.5	6.3	0.2[16.7 µM]	2.9	0.1	-1.1	x	-7.5
CCCOc1ccc(F)cc1-c1cc(C(=O)Nc2cc(OC)c(OC)c(OC)c2)[nH]n1	1.1	-12.6	-7.7	0.9	4.6	x	9.9	-34.3
Cc1ccc(/C=N/NC(=O)c2ccc(-n3cnnn3)cc2)cc1	1.7	-5.2	-2.5	1.0	-4.5	10.0	8.9	-2.9
CC1CCC(NC(=O)COc2ccccc2C(N)=O)CC1 (stereo not given)	x	-13.4	-0.7	-2.4	5.0	x	x	1.1
O=C(NCCOCc1ccc(Cl)cc1)c1ncn[nH]1	x	x	-3.1	-0.9	4.5	0.0	x	x
Cc1cc(C)n(S(=O)(=O)c2ccc(F)cc2)n1	-3.8	20.9	-0.3	1.7	4.9	-2.9	-6.1	0.8

# Whole records, looked up by structure.
# CCCOc1ccc(F)cc1-c1cc(C(=O)Nc2cc(OC)c(OC)c(OC)c2)[nH]n1 in the list: CFTR F508del cor: 1.1; Statin myotox sup: -12.6; miR-122 sensor: -7.7; Cneo AK release: 0.9; PglD inh: 4.6; GSIS activator: x; FN deposition inh: 9.9; PGC1a acetyl inh: -34.3
# CCCn1c(-c2ccccc2)cc(SC)c(C#N)c1=O in the list: CFTR F508del cor: -0.3; Statin myotox sup: -8.3; miR-122 sensor: -5.9; Cneo AK release: x; PglD inh: x; GSIS activator: 8.9; FN deposition inh: 0.6; PGC1a acetyl inh: 92.8*
# CCc1ccc(NC(=O)C2CCN(S(=O)(=O)c3ccc4c(c3)CC(C)N4C(C)=O)CC2)cc1 (stereo not given) in the list: CFTR F508del cor: -1.1; Statin myotox sup: 10.8; miR-122 sensor: -8.7; Cneo AK release: 0.0; PglD inh: -1.0; GSIS activator: -22.6; FN deposition inh: 8.0; PGC1a acetyl inh: -6.9

# Later entries:
smiles	CFTR F508del cor	Statin myotox sup	miR-122 sensor	Cneo AK release	PglD inh	GSIS activator	FN deposition inh	PGC1a acetyl inh
CNc1cnc(-c2ccc(O)c(OC)c2)cn1	1.8	-15.7	2.9	-0.4	1.3	x	x	13.7
CN1CCN(c2nc(-c3cccc([N+](=O)[O-])c3)nc3ccccc23)CC1	3.3	-1.0	x	0.2	1.6	10.6	14.1	-8.6
COCC(=O)Nc1ccc2c(c1)OC[C@@H](C)N(CCC(F)(F)F)C[C@@H](C)[C@H](OC)CN(C)C2=O	-1.0	-0.4	x	-5.9	-0.3	6.6	x	2.8
COc1cc(CCCN2C(=S)NC[C@@H]2Cc2ccccc2)cc(OC)c1OC	-0.6	-85.7	x	1.9	-4.8	-23.0	5.4	x
O=C(Nc1nnc(CCc2ccccc2)s1)c1cccc(F)c1	2.9	8.8	-3.3	-0.9	-4.1	-4.4	1.0	17.5
CS(=O)(=O)Nc1ccccc1C(=O)NCc1ccco1	x	-4.5	5.5	0.4	2.4	x	x	-7.0
CN(C)C(=O)c1ccc(-c2ccc([C@@H]3[C@H]4CN(CCC(F)(F)F)CCCCN4[C@H]3CO)cc2)cc1	-0.3	-2.2	6.1[16.7 µM]	4.6	-6.5	-4.6	x	-9.8
CC(C)(C)NC(=S)N1CCC2CC1c1cc(-c3ccc4c(c3)OCO4)ccc12 (stereo not given)	3.4	-7.0	-4.8	0.2	-1.0	-0.6	-6.6	-22.3
Cc1c(C(=O)O)cnc2cc(-c3ccc(Cl)cc3)nn12	-2.6	-0.7	4.1	-0.6	1.0	x	2.3	4.5
O=C(O)C1C2CCC(C2)C1C(=O)NCCc1cccc(Cl)c1 (stereo not given)	0.4	-5.0	0.1	3.7	-1.0	-7.1	-0.2	5.0
COc1ccc(NC(=S)N2CCC(NC(=O)c3ccc(F)cc3)CC2)cc1	3.3	2.3	-7.5	-3.7	-7.3	-17.4	-0.9	2.1
COc1ccc(-n2ncc3c(NCc4ccco4)ncnc32)cc1	x	x	6.1	6.0	2.2	x	-2.4	x
CCOc1ccc(-c2cccc(NC(=O)c3ccc(Br)o3)c2)nn1	-1.7	-34.2	-2.1	-0.5	3.6	-7.3	3.2	4.0
O=C1C=CC(=O)N1CCCCCCCCCCN1C(=O)C=CC1=O	-5.6	-61.9	-2.7	-0.9	-0.9	22.0	44.1*	-5.5
COc1ccc(C(=O)Nc2nnc(S(=O)(=O)N(C)Cc3ccc(F)cc3)s2)cc1OC	-2.9	28.9	-2.2	2.2	-4.9	-1.5	5.6	-3.5
COc1cccc(NC(=O)CCC2CCN(C(=O)c3sccc3C)CC2)c1	0.6	x	x	-1.2	-3.3	-3.6	1.9	1.6
O=C(c1ccc2c(c1)OCO2)N1CC[C@@H]2[C@H]1c1cc(C#Cc3ccccc3)ccc1N[C@@H]2CO	5.4	5.0	-4.2[16.7 µM]	-20.1	-2.4	-1.1	5.5	9.7

# Rows were taken by chance. About 2.1% of those tested had a hit in this group.
